Compound activity from PubChem BioAssay.
Salmonella PhoP GFP: PhoP regulon inhibitors, Salmonella typhi PhoP promoter GFP reporter, confirmatory (AID 1850); Salmonella Typhi PhoP-promoter GFP reporter, fluorescence, 4 h; higher % means a stronger effect; inhibition, % at 50 µM, or IC50 in µM where a hit was titrated; actives 0.33% (n = 310,000); in the data active means a potency from the dose series; inconclusive means inhibition mostly from about 25% at the one dose, without a potency; inactive means the rest, 99 in 100 with inhibition below about 19%;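 further: 0% = induced wells with vehicle and 100% = uninduced wells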
H1N1 NS1A inhibition: NS1A inhibition, H1N1 influenza, cell based functional assay (AID 504329). inhibition, % at 12.5 µM, or IC50 in µM where a hit was titrated. NS1A functional cell-based assay, percent inhibition; higher % means a stronger effect. actives 0.3% (n = 340,000); in the data active means a potency from the dose series; inconclusive means inhibition above about 27% without an active follow-up result; further: strong numbers were not always called active
H37Rv inhibition: M. tuberculosis growth inhibition, HTS (AID 449762); M. tuberculosis H37Rv growth inhibition, 7H9 media; higher % means a stronger effect; inhibition, % at 25 µM, or IC50 in µM where a hit was titrated; actives 0.59% (n = 330,000); in the data active means a potency from the dose series; inconclusive means inhibition above about 70% without an active follow-up result;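 further: bacterial growth assessed after seven days of incubation; strong numbers were not always called active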
VEEV TC-83 Vero: inhibitors of VEEV TC-83 cytopathic effect, confirmation, Vero cells (AID 588727) | Vero cells, VEEV TC-83 cytopathic effect inhibition; higher % means a stronger effect | inhibition, % at 20 µM, or IC50 in µM where a hit was titrated | actives 0.13% (n = 350,000); in the data active means a potency from the dose series; inconclusive means inhibition mostly from about 14% at the one dose, without a potency; inactive means the rest, 99 in 100 with inhibition below about 12%; further: strong numbers were not always called active
tuberculosis growth: growth inhibition of non-replicating M. tuberculosis (AID 488890); inhibition, % at 25 µM, or IC50 in µM where a hit was titrated; actives 0.39% (n = 320,000); Mycobacterium tuberculosis non-replicating, growth inhibition; higher % means a stronger effect; in the data active means a potency from the dose series; inconclusive means inhibition mostly from about 82% at the one dose, without a potency; inactive means the rest, 99 in 100 with inhibition below about 76%;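 further: plate controls were DMSO cells for no effect and high antibiotic wells for full effect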
VEEV TC-83 Vero 10K pilot screen: second read-out of VEEV TC-83 Vero, no call of its own (marks repeat the call); inhibition, %; measured here: 10K pilot screen inhibition
Starred values were filed as active, the others as inactive; i = inactive; ? = inconclusive; nt = not tested or not shown. Compounds were not picked by outcome; about 1.6% have a hit in one of these screens.

SMILES	Salmonella PhoP GFP	H1N1 NS1A inhibition	H37Rv inhibition	VEEV TC-83 Vero	tuberculosis growth	others
O=S(=O)(/N=C(\Sc1ccccc1)c1ccccc1)c1ccc(Cl)cc1	-3%	-1%	1%	2.3%	33%
Cn1cccc1CNCC(O)c1ccccc1 (stereo unspecified)	-3%	-13%	-1%	i	3%
COc1ccc(-c2cc(CNS(=O)(=O)c3cc(OC)ccc3OC)on2)cc1	-6%	-4%	-9%	2.2%	-18%
CCCCN(C(=S)Nc1cccc(SC)c1)C1CCN(C(C)=O)CC1	5%	-8%	0%	0.3%	-5%
CCn1c(O)c(/C=N/NC(=O)c2ccncc2)c(=O)[nH]c1=S	-4%	13µM*	?	i	59%
O=C1CC(NS(=O)(=O)c2cccnc2)CN1c1ccccc1 (stereo unspecified)	-3%	3%	2%	0.7%	-11%
Cc1ccccc1OCC(=O)NNC(=S)NC(=O)c1ccccc1[N+](=O)[O-]	-2%	-13%	7%	2.8%	-6%
Cn1c(SCc2ccon2)nc2ccccc2c1=O	-3%	-1%	5%	1.4%	13%
CCOC(=O)c1cccc(NC(=O)C(C)N2C(=O)c3ccccc3C2=O)c1 (stereo unspecified)	-8%	-3%	2%	0.8%	27%
COc1cc2c(cc1OC)C(C)N(C(=O)c1cc(C)on1)CC2 (stereo unspecified)	-6%	-7%	-4%	7.2%	-13%
C=CCNC(=S)Nc1ccc(OC(F)F)c(Cl)c1	11%	nt	4%	1.8%	?
Cc1ccc(NCc2ccccc2O)cc1C	4%	8%	?	0.6%	9%
O=C(CCc1nc(-c2ccccc2)no1)NCCc1ccccc1	-7%	1%	-8%	0.7%	32%
COc1ccc(-c2noc(=O)n2Cc2cc(C)ccc2C)cc1	-1%	-6%	2%	2.1%	14%
O=C(N/N=C/c1ccc(O)c(O)c1)C1CC1	1%	nt	-1%	i	4%
O=c1cnnc(Nc2ccc(Nc3ccccc3)cc2)[nH]1	13%	10%	14%	7.0%	38%
N=c1ccn(Cc2ccc([N+](=O)[O-])cc2)cc1	6%	-26%	1%	1.2%	-4%
O=C1c2cccc3cccc(c23)C(=O)N1CCN1CCN(C(=S)Nc2ccc(Cl)cc2)CC1	8%	-8%	9%	1.6%	1%
CC(C)(O)C#Cc1ccc(CN2CCN(C3CCCCC3)C(CCO)C2)s1 (stereo unspecified)	2%	0%	-3%	0.3%	11%
COc1ccc(C2(C)NC(=O)N(CC(=O)Nc3c(C)n(C)n(-c4ccccc4)c3=O)C2=O)cc1 (stereo unspecified)	3%	-3%	-2%	1.3%	-5%
O=S(=O)(NCCN1CCOCC1)c1ccc(Oc2ccccc2Cl)cc1	8%	-5%	1%	i	-1%
CCN1C[C@]2(CO)CC[C@H](OC)[C@@]34C5C[C@H]6[C@H](OC)C5[C@](O)(C[C@H]6OC)[C@@H](C(OC)C23)[C@@H]14 (stereo partly specified)	-3%	-4%	-1%	0.5%	7%
Cc1cc(C)cc(NC(=S)N2CCN(S(C)(=O)=O)CC2)c1	-1%	-4%	7%	1.8%	-10%
O=C(N/N=C/c1ccc2c(c1)OCO2)c1ccc(COc2cccc3cccnc23)cc1	-10%	-6%	-6%	13%	1%
COc1ccc(OCCOCCN2CCN(C)CC2)cc1	-5%	-32%	8%	i	2%
O=C(CN(Cc1ccccc1)C(=O)c1cc2c(s1)CCC2)NCc1cccs1	-5%	2%	11%	7.4%	41%	VEEV TC-83 Vero 10K pilot screen=5.9
O=C(NCCc1ccccc1)c1ccc2c(c1)OCO2	2%	9%	-8%	0.2%	26%
COc1ccc(NC(=O)CSc2nc(N)c(NC(=O)c3cccs3)c(=O)[nH]2)cc1	12%	-9%	-10%	0.3%	-10%
O=C(CCS(=O)(=O)c1cccc2nonc12)N1CCN(c2ccc(F)cc2)CC1	0%	4%	60%	0.2%	50%
O=C(O)/C(=C\c1c(C(=O)O)[nH]c2cc(Cl)cc(Cl)c12)c1ccccc1	0%	3%	-7%	0.2%	6%
N/C(=N\OC(=O)CSc1ccccc1)c1ccc([N+](=O)[O-])cc1	0%	1%	6%	0.8%	?
CN1C(=O)C(O)(CC(=O)/C=C\c2ccc3c(c2)OCO3)c2ccccc21 (stereo unspecified)	-1%	nt	3%	6.7%	24%
C(=N\N1CCN(c2ccccn2)CC1)/c1ccco1	-2%	-1%	-5%	0.9%	-30%
COc1ccc(CN2CCOCCOCCN(Cc3ccc(OC)cc3)CCOCCOCC2)cc1	-14%	2%	-2%	1.2%	3%
O=C(CCCOc1ccccc1)Nc1ccncc1	-1%	7%	3%	1.1%	70%
C/C(=N\Nc1nc(C)cc(-c2ccccc2)n1)c1ccc(O)cc1	-2%	3%	?	5.4%	35%
CCOC(=O)N1CCC(NC(=O)Cn2cccc2C(=O)c2ccccc2C)CC1	5%	2%	7%	i	-7%
CCc1ccc(S(=O)(=O)N(C(=O)c2ccncc2)c2ccc(OC(=O)c3ccncc3)cc2)cc1	-3%	-6%	1%	i	0%
Cc1ccc(S(N)(=O)=O)cc1NC(=O)/C=C/c1ccc2c(c1)OCO2	3%	2%	0%	1.2%	4%
Cc1cc(SCc2ccc([N+](=O)[O-])cc2)nc(=O)[nH]1	-21%	-3%	6%	1.9%	5%
CN1CCN(CCC(=O)Nc2cccc(Br)c2)CC1	-1%	9%	5%	1.2%	-19%
CCOc1ccccc1CN1CCN(Cc2[nH]c3ccccc3c2C)CC1CCO (stereo unspecified)	0%	-7%	4%	i	14%
CCCc1nn(-c2ccccc2)c2c1C(c1cccs1)C(C#N)=C(N)O2 (stereo unspecified)	-3%	13%	-2%	1.2%	20%
CCOCCn1c(CN2CCN(C(c3ccccc3)c3ccccc3)CC2)nc2c1c(=O)n(C)c(=O)n2C	8%	4%	7%	1.7%	-3%
CCC(C)(CC(=O)O)CC(=O)Nc1cc(C(F)(F)F)cc(C(F)(F)F)c1 (stereo unspecified)	3%	9%	-9%	3.7%	30%

Reprinted at random: 6 records from the list.
SMILES	Salmonella PhoP GFP	H1N1 NS1A inhibition	H37Rv inhibition	VEEV TC-83 Vero	tuberculosis growth	others
C/C(=N\Nc1nc(C)cc(-c2ccccc2)n1)c1ccc(O)cc1	-2%	3%	?	5.4%	35%
Cc1ccccc1OCC(=O)NNC(=S)NC(=O)c1ccccc1[N+](=O)[O-]	-2%	-13%	7%	2.8%	-6%
COc1cc2c(cc1OC)C(C)N(C(=O)c1cc(C)on1)CC2 (stereo unspecified)	-6%	-7%	-4%	7.2%	-13%
C=CCNC(=S)Nc1ccc(OC(F)F)c(Cl)c1	11%	nt	4%	1.8%	?
CCOC(=O)N1CCC(NC(=O)Cn2cccc2C(=O)c2ccccc2C)CC1	5%	2%	7%	i	-7%
CN1CCN(CCC(=O)Nc2cccc(Br)c2)CC1	-1%	9%	5%	1.2%	-19%

Compounds above that have a COOH group (2):
SMILES	Salmonella PhoP GFP	H1N1 NS1A inhibition	H37Rv inhibition	VEEV TC-83 Vero	tuberculosis growth	others
O=C(O)/C(=C\c1c(C(=O)O)[nH]c2cc(Cl)cc(Cl)c12)c1ccccc1	0%	3%	-7%	0.2%	6%
CCC(C)(CC(=O)O)CC(=O)Nc1cc(C(F)(F)F)cc(C(F)(F)F)c1 (stereo unspecified)	3%	9%	-9%	3.7%	30%

The results go on.
SMILES	Salmonella PhoP GFP	H1N1 NS1A inhibition	H37Rv inhibition	VEEV TC-83 Vero	tuberculosis growth	others
O=C(COc1ccc(Cl)cc1)N1CCCCC1	24%	2%	11%	0.7%	nt
O=C1CC(c2ccc(Cl)cc2)n2nc(NS(=O)(=O)c3ccc(F)cc3)nc2N1 (stereo unspecified)	-5%	-19%	-8%	0.7%	35%
Cc1c(-c2nc(-c3ccc(C(F)(F)F)cc3)no2)n(C)oc1=O	23%	nt	0%	0.1%	-6%
O=C(NN=Cc1cc([N+](=O)[O-])ccc1O)c1cccc2ccccc12	nt	-18%	nt	12%	nt
CC1=C(C(=O)NC2CC(C)(C)Cc3c2cnn3-c2cccc(F)c2)OCCO1 (stereo unspecified)	-1%	1%	1%	3.6%	16%
CCCCCOC(=O)Cc1c(O)c2ccccc2n(C)c1=O	-2%	-11%	-9%	i	77%
CCCCc1ccc(-c2nc(NC(=O)C3C4CCC(O4)C3C(=O)O)sc2C)cc1 (stereo unspecified)	-1%	nt	6%	nt	24%
COc1ccc(Cl)cc1NC(=O)COc1cccc(-n2cnnn2)c1	-6%	10%	-6%	8.0%	-18%
COCCNC(=O)CSc1nc2ccccc2c(=O)n1-c1cccc(OC)c1	-1%	-1%	8%	0.2%	8%
CC(NC(=O)c1ccccc1)c1ccc(F)cc1 (stereo unspecified)	10%	-5%	2%	0.5%	77%
NC(=O)c1ncc(C(F)(F)F)cc1Oc1ccc(F)cc1	16%	-6%	2%	0.6%	-9%
CCn1c(=O)c2ccccc2n(CC(=O)N2CCCc3ccccc32)c1=O	-2%	-4%	9%	1.0%	5%
CCS(=O)(=O)N1CCC(C(=O)N2CCc3ccccc3C2)CC1	13%	3%	-11%	0.1%	-17%
Cc1nnc(-c2cnn(C)c2N)n1CCCN1CCOCC1	6%	-4%	-2%	0.1%	8%
CCS(=O)(=O)NC(C)c1nnc2n1-c1ccc(Br)cc1C(c1ccccc1Cl)=NC2 (stereo unspecified)	-16%	nt	-3%	0.3%	0%
CCOC(=O)c1cc(-c2ccccc2C)n(Cc2cc(C)no2)n1	nt	-2%	-3%	1.5%	-12%
CC(C)c1ccc(NC(=O)CCNS(=O)(=O)c2cc(Br)cnc2N)cc1	-16%	2%	0%	4.4%	-2%
CN(C1=C(NC(=O)c2ccc(Cl)cc2)C(=O)c2ccccc2C1=O)c1ccccc1	-2%	7.3µM*	11%	2.3%	20%
CCN(c1cccc(C)c1)S(=O)(=O)c1cccc2nsnc12	4%	6%	2%	2.8%	25%
O=c1nc(Nc2ccccc2)sc2ccc([N+](=O)[O-])cc12	-5%	-1%	7%	3.7%	-10%
O=C(COC(=O)c1ccc2c(c1)S(=O)(=O)N=C1CCCCCN12)NCc1cccs1	3%	-4%	-8%	1.1%	4%
Cc1ccccc1Nc1nc(N)nc(CN2CCN(Cc3ccc4c(c3)OCO4)CC2)n1	3%	4%	-8%	i	29%
Nc1c(S(=O)(=O)c2ccccc2)c2nc3ccccc3nc2n1C1CC1	0%	-6%	-8%	0.4%	-9%
COc1cc(Cl)c(C)cc1NC(=O)CSc1nnc(-c2ccco2)n1CC(C)C	-8%	8%	-7%	1.3%	51%
Cc1ccc(Sc2ncccc2C(=O)N(C)Cc2cccs2)c(C)c1	6%	7%	2%	3.3%	40%
CCOc1ccc(/C=C/C(=O)c2ccccc2)cc1	-18%	3%	15%	0.3%	?
O=C(COc1cccc2cccnc12)Nc1ccccc1	-8%	5%	-3%	2.4%	-1%
CCOc1ccc(-n2ccn(CC(=O)NCCc3ccccc3)c(=O)c2=O)cc1	nt	-15%	nt	1.9%	nt
O=C(Nc1ccccc1)OCCN1CCN(Cc2ccccc2)CCC1=O	-9%	-4%	-1%	0.6%	5%
COC1=CCC2([N+](=O)[O-])CN(CCO)CC1([N+](=O)[O-])C2 (stereo unspecified)	-4%	-6%	-3%	i	-10%
Cc1cc(NC(=O)c2cc(C3CC3)on2)no1	-5%	-2%	-4%	3.6%	14%
